Rac1 wt modul: human Rac1 wildtype GTP binding, inhibitors and activators; P63000; GST-Rac1 beads, fluorescent GTP binding, flow cytometry; actives lie on both sides; 0 = cold GTP competed, 100 = untreated; GTP binding activity (% of control), % at 10 µM; hit rate 0.27% among 190,000;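 active = GTP binding activity at least 20 points away from the 100% control level, either lower or higher; inconclusive = compound flagged as likely green fluorescent, judged across all proteins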
Cdc42 wt: changes GTP binding to wildtype human Cdc42 | hit rate 0.2% among 190,000 | percent activity (GTP binding), % at 10 µM | GST-Cdc42 beads, Bodipy-GTP binding, flow cytometry; actives lie on both sides | AID 761;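 active = percent activity GTP binding at least 20 points away from the 100% baseline, either down as inhibitor or up as activator; inconclusive = compound flagged as likely green fluorescent from well-wide comparison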;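 note: median bead fluorescence of bound Bodipy-FL-GTP at 100 nM; 0% = excess unlabeled GTP control and 100% = no compound control; below 100% means less GTP binding so inhibitor and above means activator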
Target sequence (P60953 whole entry, looked up): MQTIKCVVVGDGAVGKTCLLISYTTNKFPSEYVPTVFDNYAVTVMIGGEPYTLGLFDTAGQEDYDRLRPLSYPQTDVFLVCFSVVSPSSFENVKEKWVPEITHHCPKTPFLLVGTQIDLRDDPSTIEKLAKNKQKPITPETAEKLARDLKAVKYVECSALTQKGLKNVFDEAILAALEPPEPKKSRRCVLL
Mcl1-Noxa inh: Mcl-1/Noxa interaction inhibition. Q07820. TR-FRET Mcl-1/Noxa peptide binding, 2 h. inhibition, % at 21.7 µM. hit rate 1.5% among 220,000. AID 1022;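 active = compounds that cut the protein-peptide binding signal by more than 50% relative to plate controls in a single-dose test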;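 note: His-tagged Mcl-1 with rhodamine Noxa BH3 peptide and terbium anti-His antibody; 0% = Mcl-1 plus Noxa peptide wells and 100% = peptide-only wells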
Target sequence (Q07820 whole entry, looked up): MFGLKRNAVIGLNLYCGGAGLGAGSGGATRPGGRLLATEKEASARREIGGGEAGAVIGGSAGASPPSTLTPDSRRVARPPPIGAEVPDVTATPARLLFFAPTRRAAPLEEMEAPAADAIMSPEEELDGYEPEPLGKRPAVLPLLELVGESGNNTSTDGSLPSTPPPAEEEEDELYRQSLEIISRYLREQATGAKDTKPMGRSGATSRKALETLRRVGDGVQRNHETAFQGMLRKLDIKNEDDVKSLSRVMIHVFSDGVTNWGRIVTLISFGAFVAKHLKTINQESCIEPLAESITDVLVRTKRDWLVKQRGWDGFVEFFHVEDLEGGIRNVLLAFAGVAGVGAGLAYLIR
Mcl1-Bid inh: disrupts binding of human Mcl-1 to Bid peptide; Q07820; hit rate 0.97% among 220,000; TR-FRET Mcl-1/Bid-Dy647 peptide binding, 1536-well; AID 1021; inhibition, % at 21.7 µM;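 active = compounds that cut the binding signal by more than half at the single screening dose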;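 note: His-tagged Mcl-1 with europium anti-His antibody binding Bid BH3 peptide; 0% = Mcl-1 plus peptide wells and 100% = peptide-only wells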
Rab7 wt GTP bind: dog Rab7 wildtype GTP binding, inhibitors and activators. GTP binding activity (percent of control), % at 10 µM. GST-Rab7 beads, fluorescent GTP binding, flow cytometry; actives lie on both sides; untreated = 100%, excess cold GTP = 0%. hit rate 0.055% among 190,000;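 active = fluorescent GTP binding to Rab7 beads changed by at least 20 points from the 100% baseline, either direction, mostly lower; inconclusive = compound itself probably fluorescent, or too few beads counted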;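 note: median green fluorescence of bound Bodipy-FL-GTP per Rab7 bead population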
GSH fluor: GSH bead compound fluorescence profile | GSH beads flow cytometry, compound fluorescence 488/530 nm; active compounds read high | fluorescence (KMESF) at 10 µM | hit rate 0.25% among 190,000; in the data active = fluorescence above about 89;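 note: glutathione beads carrying GST-tagged Bcl family fusion proteins plus one bare bead set; values are compound well signal with DMSO vehicle wells as background; inactives centre near 16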
HRas wt GTP bind: modulators of GTP binding to human HRas wildtype; P01112; GST-Ras wt beads, Bodipy-FL-GTP binding, flow cytometry; actives lie on both sides; GTP binding activity, % at 10 µM; hit rate 0.14% among 190,000; AID 759;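 active = GTP binding activity at least 20% away from the 100% baseline, either lowered as inhibitor or raised as activator; inconclusive = flagged as likely green fluorescent, judged across all proteins in the well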;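 note: 0% = unlabeled GTP competition control and 100% = no-compound control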
Target sequence (P01112 whole entry, looked up): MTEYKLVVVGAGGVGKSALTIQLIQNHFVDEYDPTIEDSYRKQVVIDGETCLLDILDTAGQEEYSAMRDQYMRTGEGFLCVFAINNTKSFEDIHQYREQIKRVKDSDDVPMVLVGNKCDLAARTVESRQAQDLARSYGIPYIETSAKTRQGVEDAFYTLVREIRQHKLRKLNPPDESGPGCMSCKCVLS
Avidin bead fluor: avidin bead compound fluorescence profile; Avidin beads, compound fluorescence 488/530 nm, flow cytometry; active compounds read high; fluorescence (KMESF) at 10 µM; hit rate 0.38% among 220,000; AID 1775; in the data active = fluorescence above about 47; note: inactives centre near 10
Rac1 mut GTP: human Rac1 activated mutant GTP binding change. GST-Rac1 activated beads, fluorescent GTP binding, flow cytometry; actives lie on both sides; 100% means binding = to untreated wells. AID 764. percent activity (GTP binding), % at 10 µM. hit rate 0.11% among 190,000;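 active = GTP binding at least 20 percentage points away from the 100% baseline, in either direction, so actives lie on both sides; inconclusive = Compound likely fluorescent itself, or too few beads counted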
Pf gametocyte: P. falciparum stage V gametocyte viability inhibition | inhibition, % at 10.9 µM | hit rate 0.065% among 150,000 | P. falciparum stage V gametocytes, ATP luminescence, 24 h;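 active = inhibition above the mean plus 3 SD of compounds within the control limits, set per campaign, cut at about 38% in these data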;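 note: 0% = DMSO wells and 100% = medium only without gametocytes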
Rab2A wt mod: changes GTP binding to wildtype dog Rab2A, up or down. hit rate 0.19% among 190,000. GST-Rab2 wt beads, Bodipy-GTP binding, flow cytometry. AID 760. GTP binding activity, % at 10 µM;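 active = GTP binding activity at least 20 points away from 100%, either lowered or raised; inconclusive = signal likely due to the compound's own green fluorescence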;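 note: 0% = beads with excess unlabeled GTP and 100% = no-compound control corrected for plate trend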
Starred values were filed as active, the others as inactive; u = inconclusive; x = not tested or not shown.

item	compound	Rac1 wt modul	Cdc42 wt	Mcl1-Noxa inh	Mcl1-Bid inh	Rab7 wt GTP bind	GSH fluor
1	Cc1[nH][nH]c(=O)c1N=Nc1ccccc1	101	103	-15	-28	103	24
2	Cc1ccc(-c2nnn(CC(=O)N(CC(=O)NC3CCCC3)c3ccc(F)c(Cl)c3)n2)o1	102	102	10	-3	98	24
3	COc1ccccc1-c1cc(N)n(S(=O)(=O)c2ccc(F)c(C)c2)n1	102	100	17	1	103	14
4	COC(=O)CN1C(=O)CSc2ncccc21	103	100	-1	-24	99	18
5	COc1cc(C(=S)N2CCCC2)ccc1O	u	u	-7	-31	u	15
6	Cc1ccnc(NS(=O)(=O)c2ccc(NC(=O)Cc3ccccc3)cc2)n1	103	101	18	-36	100	5
7	O=C(Nc1ccc(Cl)cc1)OCc1cn(-c2ccc(Cl)cc2)nn1	95	96	4	-17	97	28
8	CCOC(=O)C1(CCCc2ccccc2)CCN(C2CCN(C(C)=O)CC2)CC1	99	102	-28	-65	97	14
9	CCOC(=O)N1CCN(S(=O)(=O)c2ccc(OCC)c(C)c2)CC1	97	100	19	-14	97	24
10	Fc1cccc(Cl)c1CSc1nnc2ccccn12	95	96	13	-11	107	14

item	HRas wt GTP bind	Avidin bead fluor	Rac1 mut GTP	Pf gametocyte	Rab2A wt mod
1	103	12	99	8	104
2	100	13	97	x	99
3	97	18	98	x	96
4	100	21	100	x	101
5	u	24	u	0	u
6	101	2	102	2	98
7	98	8	97	2	96
8	100	6	98	-5	99
9	98	12	98	6	100
10	99	10	94	-28	98

Pulled one by one from above (four):
item	compound	Rac1 wt modul	Cdc42 wt	Mcl1-Noxa inh	Mcl1-Bid inh	Rab7 wt GTP bind	GSH fluor
1	Cc1[nH][nH]c(=O)c1N=Nc1ccccc1	101	103	-15	-28	103	24
6	Cc1ccnc(NS(=O)(=O)c2ccc(NC(=O)Cc3ccccc3)cc2)n1	103	101	18	-36	100	5
7	O=C(Nc1ccc(Cl)cc1)OCc1cn(-c2ccc(Cl)cc2)nn1	95	96	4	-17	97	28
10	Fc1cccc(Cl)c1CSc1nnc2ccccn12	95	96	13	-11	107	14

item	HRas wt GTP bind	Avidin bead fluor	Rac1 mut GTP	Pf gametocyte	Rab2A wt mod
1	103	12	99	8	104
6	101	2	102	2	98
7	98	8	97	2	96
10	99	10	94	-28	98

Further structures follow:
item	compound	Rac1 wt modul	Cdc42 wt	Mcl1-Noxa inh	Mcl1-Bid inh	Rab7 wt GTP bind	GSH fluor
11	CC(C)CC(=O)Nc1ccc(C(=O)CN2CCC(C)CC2)cc1	98	95	20	-58	94	13
12	O=S(=O)(c1ccccc1)c1nc(-c2ccco2)oc1NCc1ccccc1	103	103	19	-36	104	15
13	Cc1ccc(C(=O)Oc2coc(CSc3nnc(NC(=O)c4cccs4)s3)cc2=O)cc1	97	95	40	-47	96	3
14	CN(C)c1ccc(CNc2ccc3c(c2)ncn3C)cc1	100	100	11	-104	100	15
15	COc1ccccc1/C=N/n1cnnc1	104	99	-10	-28	100	40
16	Cc1ccc(Cn2nnc3c(=O)[nH]c(C(=O)NCc4ccco4)nc32)cc1	92	93	-8	-15	92	5
17	O=S(=O)(c1ccccc1)N(Cc1nc(-c2ccccc2)no1)C1CCCCC1	98	99	-2	-26	98	64
18	COc1ccc(S(=O)(=O)N(Cc2cc3cc(C)ccc3[nH]c2=O)CC2CCCO2)cc1 (stereo not given)	99	98	-9	-13	95	4
19	O=c1oc2ccccc2c2c1SC(C(F)(F)F)C2 (stereo not given)	101	101	8	27	98	14
20	Cc1ccccc1Oc1cccc(C(=O)/C(C#N)=C/N(C)C)c1	99	99	6	6	100	38

item	HRas wt GTP bind	Avidin bead fluor	Rac1 mut GTP	Pf gametocyte	Rab2A wt mod
11	97	7	96	-6	99
12	103	5	100	-12	101
13	95	8	96	7	94
14	100	4	99	x	100
15	100	10	98	x	98
16	92	3	89	-15	92
17	97	9	95	5	97
18	97	8	98	13	96
19	101	8	99	x	99
20	98	8	97	x	98

(further entries)
item	compound	Rac1 wt modul	Cdc42 wt	Mcl1-Noxa inh	Mcl1-Bid inh	Rab7 wt GTP bind	GSH fluor
21	CCOc1ccc(NC(=S)N2CCN(CCN3C(=O)c4cccc5cccc(c45)C3=O)CC2)cc1	u	u	27	26	u	13
22	CCN(CC)CCNc1ncnc2c1[nH]c1ccc(OC)cc12	112	110	30	-33	103	13
23	Cc1ccc(/C=C2\Oc3cc(OC(=O)N4CCOCC4)ccc3C2=O)cc1	97	95	21	-6	100	17
24	Cc1ccc(S(=O)(=O)C(C#N)c2nc3ccccc3nc2N2CCN(C)CC2)cc1 (stereo not given)	107	104	14	-10	102	22
25	CC(C)(C)C1=CC(=Nc2ccccc2N)C=C(C(C)(C)C)C1=O	108	104	-11	-8	97	4
26	Cc1ccc2nsnc2c1S(=O)(=O)N(Cc1ccco1)Cc1cc2ccc(C)c(C)c2[nH]c1=O	105	104	-12	-16	104	35
27	COc1ccc(C2CC(c3ccccc3)=NN2S(=O)(=O)c2ccc(C)cc2)c(OC)c1 (stereo not given)	104	104	12	-12	97	15
28	CC(=O)Nc1cccc(OC(=O)N2CCOCC2)c1	107	101	2	-10	102	14
29	CCN(CC(=O)Nc1ccc(OC)cc1)C(=O)c1ccc([N+](=O)[O-])cc1	96	95	7	-47	104	16
30	Cc1cc(C)n(CC(C)NC(=O)c2cc(COc3c(F)cccc3F)on2)n1 (stereo not given)	99	96	3	-1	105	13

item	HRas wt GTP bind	Avidin bead fluor	Rac1 mut GTP	Pf gametocyte	Rab2A wt mod
21	u	51*	u	-4	u
22	106	14	104	x	104
23	95	18	99	-1	95
24	95	11	99	23	89
25	98	11	102	-15	92
26	102	14	101	x	101
27	103	3	100	13	102
28	102	8	99	x	103
29	97	9	96	6	100
30	99	2	93	5	98

Going on with the list.
item	compound	Rac1 wt modul	Cdc42 wt	Mcl1-Noxa inh	Mcl1-Bid inh	Rab7 wt GTP bind	GSH fluor
31	COc1ccccc1N1CCN(c2nc(C)nc3c2oc2ccccc23)CC1	107	103	20	34	101	29
32	CCS(=O)(=O)N1CCCC(C(=O)NCc2ccccc2Cl)C1 (stereo not given)	101	101	8	-12	102	13
33	CCOc1ccc2nc(SCC(=O)c3ccccc3)sc2c1	106	103	3	-29	100	263*
34	O=C(Nc1ccc(F)cc1)Nc1ccc(N2CCCC2)c(S(=O)(=O)Nc2ccccc2Cl)c1	105	100	9	-7	97	5
35	COc1ccccc1N1CCN(C(=O)Cn2nnc(-c3ccncc3)n2)CC1	101	99	5	-31	99	34
36	CCOC(=O)NC(NC(=O)OCC)C(=O)c1ccccc1	111	103	-15	-30	101	6
37	CN(C)S(=O)(=O)c1ccc(-c2ccccc2)cc1	111	105	17	-14	104	43
38	O=c1[nH]ncc(N/N=C\c2cccs2)c1Cl	95	95	11	-15	100	13
39	Cc1c(NS(=O)(=O)c2ccc3c(c2)n(C)c(=O)n3C)c(=O)n(-c2ccccc2)n1C	109	104	-5	-19	98	28
40	N#Cc1cccc(NC(=O)Cc2ccccc2)c1	97	97	7	-5	96	12

item	HRas wt GTP bind	Avidin bead fluor	Rac1 mut GTP	Pf gametocyte	Rab2A wt mod
31	102	13	100	x	102
32	99	10	96	x	98
33	105	9	100	-29	103
34	99	0	100	-6	97
35	100	9	99	x	99
36	100	15	101	7	100
37	105	8	104	x	106
38	92	11	93	-1	99
39	103	12	102	x	103
40	94	15	96	-24	95

Carrying on:
item	compound	Rac1 wt modul	Cdc42 wt	Mcl1-Noxa inh	Mcl1-Bid inh	Rab7 wt GTP bind	GSH fluor
41	Cc1c(-n2c(O)c(C3=c4ccccc4=NC3=O)sc2=O)c(=O)n(-c2ccccc2)n1C	97	99	10	-37	91	13
42	COc1ccc(Cl)cc1C(=O)NNC(=O)CCNC(C)=O	101	98	3	1	100	11
43	Fc1ccc(-c2ccnc(=S)[nH]2)cc1	105	100	10	-108	100	21
44	Cc1c(Cl)cccc1NC(=S)N(Cc1ccccc1)Cc1cccnc1	98	94	8	-4	96	11
45	Cc1ccc(S(=O)OCC(=O)Nc2cc(Cl)ccc2N2CCOCC2)cc1 (stereo not given)	103	106	23	5	100	15
46	CCOC(=O)N1CCN(c2nc(=S)n(-c3ccccc3)c(C)c2C(C)=O)CC1	99	101	-1	-43	98	25
47	COc1ccc(-c2cc(=O)c3cc(OC)c(OC)cc3[nH]2)cc1	114	111	-11	17	102	18

item	HRas wt GTP bind	Avidin bead fluor	Rac1 mut GTP	Pf gametocyte	Rab2A wt mod
41	97	10	98	3	96
42	99	11	97	-15	96
43	102	9	99	x	103
44	94	12	93	-12	92
45	100	14	102	-40	102
46	99	14	98	-4	99
47	105	10	103	x	103

Assay outcomes: PubChem BioAssay, several laboratories
